CHRM4 PAM – CHRM4 positive allosteric modulation | P08173 | CHO-K1 hM4/Gqi5, Fluo-8 calcium fluorescence, ACh EC20; 0% = ACh EC20, 100% = maximal ACh | activation, % at 3 µM | hit rate 0.4% among 360,000 | AID 624126;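 active means activation above its plate's cutoff, the mean activation of sample wells plus 3 SD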; further: some results filed as inactive read as strong as hits
Target sequence (P08173 whole entry, looked up): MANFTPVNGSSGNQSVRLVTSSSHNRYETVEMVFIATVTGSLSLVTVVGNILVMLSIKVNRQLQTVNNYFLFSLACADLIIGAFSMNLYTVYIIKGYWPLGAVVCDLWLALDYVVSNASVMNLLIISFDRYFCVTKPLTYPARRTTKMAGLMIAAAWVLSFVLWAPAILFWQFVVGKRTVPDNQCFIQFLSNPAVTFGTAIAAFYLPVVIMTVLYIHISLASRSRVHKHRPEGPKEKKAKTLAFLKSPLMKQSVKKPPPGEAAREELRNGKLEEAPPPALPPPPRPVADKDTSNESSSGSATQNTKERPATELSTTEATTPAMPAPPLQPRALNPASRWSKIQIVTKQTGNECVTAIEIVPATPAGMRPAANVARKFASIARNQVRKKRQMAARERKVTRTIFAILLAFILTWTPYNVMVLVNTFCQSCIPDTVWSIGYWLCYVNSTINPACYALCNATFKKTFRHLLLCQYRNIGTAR
pCIP destab – compounds decreasing mouse p/CIP protein stability; F442A p/CIP-EGFP cells, EGFP fluorescence, 16 h; decrease of EGFP signal, % at 10 µM; hit rate 0.01% among 290,000;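 active means EGFP signal decrease of at least 30% at 10 µM or well 3 SD below plate mean, unless failing retest; inactive means the rest, including hits failing retest or dose response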; further: some compounds called inactive have numbers as strong as hits; many of its hits are not listed in these tables
MEKK3 PB1 HTS – modulators (inhibitors or enhancers) of MEK5 binding to human MEKK3 PB1 domain | Q99759 | bead-based flow cytometry, Alexa488-MEK5 binding to MEKK3; actives lie on both sides; 0 = blocked by unlabeled MEK5, 100 = vehicle | binding response (% of control), % at 10 µM | hit rate 1.4% among 290,000;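 active means binding response more than 3 SD above or below the average of its plate-row segment, actives on both sides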;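 further: Alexa488 bead fluorescence after subtracting the streptavidin-only scavenger bead signal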
CRFBP-R2 agonist – CRF-BP/CRF-R2 complex agonism. HEK293 CRF-R2/CRF-BP, calcium dye fluorescence (FLIPR); percent of saturating CRF peptide response. activation, % at 13.2 µM. AID 588473. hit rate 0.46% among 350,000;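 active means activation of at least 50%, plus an integration ratio under a set limit after plate pattern correction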;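 further: plate controls were neutral control wells without compound for no effect and CRF at EC100 for full effect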
PHOSPHO1 block – PHOSPHO1 (human) inhibition. hit rate 1.1% among 290,000. inhibition, % at 13.3 µM. recombinant PHOSPHO1, absorbance phosphatase assay; in the data active means inhibition above about 60%
Target sequence (Q8TCT1 whole entry, looked up): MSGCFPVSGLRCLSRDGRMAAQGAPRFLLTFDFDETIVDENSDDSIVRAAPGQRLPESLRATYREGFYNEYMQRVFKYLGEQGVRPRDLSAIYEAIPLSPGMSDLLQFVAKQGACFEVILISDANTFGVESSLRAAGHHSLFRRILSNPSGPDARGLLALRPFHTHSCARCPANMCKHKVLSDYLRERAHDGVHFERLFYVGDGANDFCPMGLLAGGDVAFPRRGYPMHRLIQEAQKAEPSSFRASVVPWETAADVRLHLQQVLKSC
IDE act – boosts human insulin-degrading enzyme activity in HEK cells; hit rate 0.073% among 340,000; activation, % at 5.96 µM; FAbeta-B cleavage, fluorescence polarization; 0% vehicle, 100% cell-free pure enzyme wells;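 active means activation above the mean of all tested compounds plus 3 SD, set per screening campaign, cut at about 17% in these data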
IDE cell inh – inhibits human insulin-degrading enzyme in HEK cells. P14735. FAbetaB cleavage, fluorescence polarization. inhibition, % at 5.59 µM. hit rate 0.41% among 320,000. AID 434962;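 active means percent inhibition above the average of all tested compounds plus 3 SD, set per screening campaign, cut at about 16% in these data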;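 further: IDE supplied by intact live HEK cells; FP after avidin binding of uncleaved biotin substrate so inhibition keeps polarization high; 0% = DMSO wells and 100% = 60 µM reference IDE inhibitor Ii1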
GalR3 antag – blocks the human galanin receptor 3. HEK293 GalR3-CNG cAMP membrane potential fluorescence; galR3 body fused to GalR1 C-terminus. inhibition, % at 3 µM. hit rate 0.44% among 360,000. AID 651719;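 active means inhibition above the screen-wide average plus 3 SD, cut at about 13% in these data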;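 further: forskolin and galanin both at EC90 stimulate the cells; cAMP rise reported by CNG channel membrane potential dye signal; 0% = forskolin plus galanin with DMSO and 100% = forskolin alone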
Target sequence (O60755 1-299 limits assumed): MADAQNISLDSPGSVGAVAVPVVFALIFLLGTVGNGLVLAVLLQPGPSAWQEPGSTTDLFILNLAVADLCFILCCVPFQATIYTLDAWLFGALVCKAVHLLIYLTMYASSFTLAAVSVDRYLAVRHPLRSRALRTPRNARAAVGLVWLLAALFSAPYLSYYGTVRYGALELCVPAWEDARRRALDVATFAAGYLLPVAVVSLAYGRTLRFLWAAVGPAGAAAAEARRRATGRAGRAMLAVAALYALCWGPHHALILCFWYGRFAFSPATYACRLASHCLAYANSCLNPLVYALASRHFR
CRFBP-R2 block – antagonists of CRF-binding protein/CRF-R2 receptor complex; inhibition, % at 11.8 µM; HEK293 CRF-R2/CRF-BP, CRF-induced calcium fluorescence; hit rate 0.59% among 350,000;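 active means inhibition of the ligand-induced calcium signal above about 50% at the single tested concentration, limit read from the data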
* hit, by the source's call; . = not tested or not shown. Rows were taken by chance; about 4.2% have a hit in one of these screens.

PHOSPHO1 block	CHRM4 PAM	pCIP destab	CRFBP-R2 agonist	CRFBP-R2 block	MEKK3 PB1 HTS	IDE act	GalR3 antag	IDE cell inh	SMILES
.	10	.	-1.0	1	.	1	.	0	CCOc1ccc(/C=C/C(=O)OCC(=O)c2ccccc2OC)cc1OC
-6	8	0	-3.8	12	103	-1	-6	4	C1=C(C(c2nnnn2C2CCCCC2)N2CCCCC2)COc2ccccc21 (stereo unspecified)
59	13	2	-4.6	19	103	2	-3	2	Cc1cc(F)c(F)c(C(=O)N2C(C)CCCC2C)c1Cl (stereo unspecified)
-6	-4	-3	-0.8	0	104	9	1	1	COc1c(O)ccc(/C=N/NC(=O)c2ccc3c(c2)OCCO3)c1[N+](=O)[O-]
-9	-10	-16	-4.6	4	94	3	2	-4	C[C@@H](C(=O)NCc1ccccn1)[C@H]1C[C@]1(C)[C@H](NC(=O)OCc1ccccc1)c1ccccc1
1	4	-2	24	-20	96	-1	-6	-5	O=C(Nc1ccc(C(F)(F)F)cc1-c1ccccc1)c1ccccc1
20	1	-7	0.3	-7	93	8	-3	2	Cc1cc(OCc2nc3ccccc3s2)ccc1N
39	5	-10	-4.1	-10	101	-2	-4	-8	Cc1nc2c(C#N)cnn2c2c1CCNN2C
21	-2	-13	-0.2	4	94	-3	-6	-4	COCCCNc1nc2ccccc2nc1NS(=O)(=O)c1cccs1
2	9	-6	-2.9	-3	98	-4	-2	0	C/C(Cl)=C\Cn1c(N2CCCC2)nc2c1c(=O)[nH]c(=O)n2C
.	-5	.	0.0	4	.	3	-6	-5	CC(C)C(NC(=O)c1ccc(F)cc1)C(=O)N1CCN(C(=O)c2ccco2)CC1 (stereo unspecified)
22	-2	-7	4.7	-17	104	5	0	3	COc1cc2c3nnc(-c4ccc(F)cc4)c-3cn(Cc3cccc(C)c3)c2cc1OC
.	5	.	-0.4	-2	.	.	-6	.	C[C@@H]1CN([C@H](C)CO)C(=O)CCCn2nncc2CO[C@H]1CN(C)Cc1ccccc1C(=O)O
27	4	-13	0.7	-3	102	-2	2	-2	Cc1ccc(S(=O)(=O)N2CCC(C(=O)NNC(=O)C3CC3)CC2)cc1Cl
3	4	-11	-0.3	0	81	7	-4	-1	COCCCn1c(SCC(=O)Nc2ccc(NC(=O)c3ccco3)c(OC)c2)nc2ccccc2c1=O
21	-6	2	-0.8	-10	107	4	-8	0	CNS(=O)(=O)c1ccc(NC(=O)C2c3ccccc3Oc3ccccc32)cc1
28	-4	3	0.9	3	104	1	33*	-3	CCOC(=O)CCN(c1ccccc1)S(=O)(=O)c1ccc(-c2ccc(=O)[nH]n2)s1
40	5	-15	0.0	1	95	1	-6	-1	COc1cccc(CC2(CO)CCN(C(=O)NCCc3ccccc3)CC2)c1
11	-12	4	-0.5	-8	105	-5	42*	10	CC(=O)Nc1ccc(S(=O)(=O)Oc2ccc(N3C(=O)C4CCCCC4C3=O)cc2)cc1 (stereo unspecified)
7	4	8	-1.1	-10	103	0	-7	3	COc1ccc(O)c(-c2[nH]ncc2C(=O)c2cccc(C)c2)c1
.	-10	.	4.3	18	.	-1	-6	-11	Cc1ccc(C(=O)N(CCc2ccccc2)Cc2ccccc2)cc1S(=O)(=O)N1CCCCC1
.	4	.	-0.9	17	.	6	-2	0	CCN(CC(=O)Nc1c(F)cccc1F)C(=O)CCNS(=O)(=O)c1ccccc1C(F)(F)F
1	1	0	-3.7	21	101	3	-1	10	CC1CC1C(=O)OCC(=O)NCc1ccccc1Cl (stereo unspecified)
4	4	-6	0.1	-9	97	6	-6	-1	Cc1cc(Br)ccc1OCCCCNCCO
36	-12	-12	-1.8	-10	100	4	-1	3	Cc1cc(/C=C(\C#N)C(=O)NCc2ccco2)c(C)n1-c1cccnc1
34	1	2	-0.3	3	108	3	-1	-3	Cc1ccc(C(=O)N/N=C\c2ccc[nH]2)cn1
14	-8	-17	0.0	-16	99	-6	-4	-1	CC(C)Sc1nc(N2CCCC2)c2c(c1C#N)CC(C)(C)OC2
26	4	0	3.7	-12	96	-1	-1	9	COc1cc(S(=O)(=O)N2CCOCC2)ccc1NC(=O)COC(=O)CC12CC3CC(CC(C3)C1)C2
-8	7	6	-0.5	-6	.	6	-2	3	COc1ccc(/C=C(/C#N)C(=O)Nc2ccc(C)cc2C)cc1C(=O)O
-6	.	-12	.	.	108	.	-1	.	Cc1nc(SCC(=O)c2cc3ccccc3oc2=O)c(C#N)c(C)c1C(=O)Nc1ccccc1
29	8	-7	0.4	-2	99	3	-7	6	O=C(COc1ccc2c(-c3ccccc3)cc(=O)oc2c1)N[C@@H](Cc1c[nH]c2ccc(O)cc12)C(=O)O
-14	-6	-3	-0.6	9	108	1	2	-7	O=c1c(-c2ccccc2)coc2c(CN3CCCC3)c(O)ccc12
44	-3	0	0.3	4	101	-1	-4	0	COc1ccc(CCN=C(N)NS(=O)(=O)c2ccc(F)cc2)cc1
28	1	-26	0.8	7	99	1	-3	7	COc1ccc(Cc2nnc(SCC(=O)Nc3ccccc3C#N)o2)cc1
4	5	-8	-0.6	7	95	8	-2	6	COc1ccc(/C=C2\CCn3c2nc2cc(C(=O)O)ccc2c3=O)cc1OC
39	-9	-2	4.8	0	92	-3	-4	4	COc1ccc(/C=C/C(=O)c2cc(Br)ccc2O)cc1OC
-22	6	-4	-2.0	6	102	5	-4	0	Cc1nnc(NC(=O)CSc2ccc([N+](=O)[O-])cn2)s1
7	2	-24	-5.0	20	95	4	0	3	O=C(Cc1ccccc1)NNS(=O)(=O)c1ccc([N+](=O)[O-])cc1
.	-1	.	0.2	0	.	-3	-5	1	Cc1noc(C)c1NC(=O)N(C)C[C@H]1Oc2c(NC(=O)NC(C)C)cccc2C(=O)N([C@H](C)CO)C[C@@H]1C
24	0	-10	-0.6	6	106	2	-6	-5	CCOC(=O)C1CCN(C(=O)Cn2c(=O)c3cccn3c3cccnc32)CC1
22	3	2	0.3	-38	91	-8	3	5	O=C(NCc1ccc(Cl)cc1)C1CCCN(c2ncnc3c2nc2n3CCCCC2)C1 (stereo unspecified)
12	2	-3	-0.9	4	96	1	-3	2	CCC(=O)N1CCc2cc(S(=O)(=O)CCC(=O)Nc3ccc(F)c(F)c3)ccc21
9	-7	-6	-1.5	20	92	8	-2	-7	Cc1ccc(Cn2cccc(NC(=O)CCC3CCCC3)c2=O)cc1
-11	-5	-19	-2.7	2	97	-2	.	6	CC1=C(C(=O)OCc2ccccc2)C(c2ccc(Cl)cc2Cl)NC(=O)N1CCCC(=O)O (stereo unspecified)
.	-2	-8	-0.7	2	103	3	-11	-1	Cc1ccccc1NC(=O)CCN1C(=O)c2ccccc2C1=O
14	-1	-4	-1.2	7	103	-7	-2	-1	O=S(=O)(Nc1cc(F)ccc1F)c1cccc2nonc12
16	1	-3	1.8	8	110	1	-4	5	O=C(CN1CCN(C2CCCCC2)CC1)Nc1ccc(Br)cc1
0	6	5	-0.7	25	.	-1	-4	-5	CC(=O)NCC(=O)N(c1c(C)n(C)n(-c2ccccc2)c1=O)C1(C(=O)NC2CCCC2)CCCCC1
10	-1	0	-1.5	21	100	-1	-3	6	COc1cccc(CC2(CO)CCCN(Cc3ccc(CO)o3)C2)c1 (stereo unspecified)
.	4	.	-0.2	11	.	.	-7	.	O=C1CCC(C(=O)OCC(=O)Nc2ccc(OC(F)F)cc2)=NN1
.	1	.	-0.8	0	.	1	-5	1	C=CCC[C@H](Cc1ccc(F)cc1)C(=O)OC[C@@H](NC(=O)[C@H](CC=C)CC(=O)NCCO)C(C)(C)C
33	2	5	-2.5	10	96	0	-7	-5	CCCc1nc2sc3c(c2c(=O)n1NC(=O)CCC(=O)OC)CCCC3
23	-6	-19	-2.2	-35	99	8	1	-3	O=C(c1ccc2c(c1)OCO2)C1CCCN(Cc2cn[nH]c2-c2cccc(F)c2)C1 (stereo unspecified)
10	-8	-16	-0.9	-3	99	0	-10	-1	O=C(Nc1ccc(C(=O)NCCCN2CCCCC2)cc1)C1=CSCCO1
0	2	-6	4.9	-32	100	0	-2	-9	CCCCNc1ncnc2c1cnn2-c1ccc(Cl)cc1
.	7	.	-4.3	-10	.	-5	-5	.	COc1ccc(C(=S)N2CCN(c3ccccc3C)CC2)cc1OC
25	1	-14	-0.9	-9	108	0	-1	-1	O=C(c1cc(-c2ccc(Cl)cc2)n(-c2ccc(Cl)c(Cl)c2)n1)N1CCOCC1
-4	6	-6	-3.0	9	94	8	-5	2	Cc1cc(C(F)(F)F)n(-c2nc(C(=O)O)cs2)n1
49	0	4	1.8	-2	93	2	-10	-3	O=C(CCN1CCN(S(=O)(=O)c2ccc(F)cc2)CC1)Nc1ccccc1F
99*	-4	-14	4.3	-41	113	1	1	.	CCC12CCCN3CCC4(C(=C(C(=O)OC)C1)Nc1ccccc14)C32 (stereo unspecified)

New compounds follow.
PHOSPHO1 block	CHRM4 PAM	pCIP destab	CRFBP-R2 agonist	CRFBP-R2 block	MEKK3 PB1 HTS	IDE act	GalR3 antag	IDE cell inh	SMILES
-3	-6	15	-1.3	-18	105	-1	-8	4	CC(=O)c1cc(-c2ccccc2)n(CC(=O)NC2CCCC2)c1C
20	-7	-3	1.8	-52	105	2	-6	-2	CCc1c(C(=O)Nc2ccc(S(=O)(=O)N3CCOCC3)cc2)csc1C
4	1	-13	-1.7	12	101	-1	-9	-4	COc1ccc(S(=O)(=O)Nc2ccccc2SC)cc1C
-6	-6	-9	-0.3	-9	99	1	-10	8	CCOc1ccc2[nH]cc(C(=O)NCc3ccccc3)c(=O)c2c1
.	-6	.	0.8	-2	.	0	0	.	CN(CC(=O)Nc1ccc(F)cc1)C(=O)COC(=O)c1cc(Br)c(Br)s1
15	3	-18	-1.6	10	98	5	2	2	Cc1cc(/C=N/NC(=O)c2cccnc2)c(C)n1CC(C)C
12	-2	-4	-1.7	3	92	.	-2	6	CCOC(=O)c1cnc2c(c(C3CC3)nn2C)c1N1CCOCC1
.	11	.	-3.9	-12	.	-9	-6	11	O=C(c1cn(-c2ccccc2)nc1-c1cccnc1)N1CCN(S(=O)(=O)c2cccc(F)c2)CC1
17	6	-6	-0.7	10	87	4	-7	-3	CCOc1ccc(NC(=S)N2CCN(CCN3C(=O)c4cccc5cccc(c45)C3=O)CC2)cc1
44	-5	-19	-1.2	-2	106	-21	-8	12	Cc1ccc(OCc2cc(C(=O)N(C)Cc3cnc4ccccn34)no2)cc1C
27	5	6	1.0	-6	92	3	-4	7	CC(C(=O)Nc1cccc([N+](=O)[O-])c1)N(c1ccccc1)S(C)(=O)=O (stereo unspecified)
19	2	5	-0.6	12	104	2	-6	6	Cc1ccc(CNC(=O)COC(=O)c2ccc(S(=O)(=O)N3CCCC3)cc2)cc1
.	5	.	0.0	12	.	-1	-4	.	O=C(NCc1ccccc1)c1cccc(NC(=O)C2CC2)c1
.	5	.	0.0	41	.	.	-3	.	CC(=O)c1ccc(Cc2ccc(C(C)=O)s2)s1

Filtered by structure: the entries above with a furan ring, fused or not.
PHOSPHO1 block	CHRM4 PAM	pCIP destab	CRFBP-R2 agonist	CRFBP-R2 block	MEKK3 PB1 HTS	IDE act	GalR3 antag	IDE cell inh	SMILES
.	-5	.	0.0	4	.	3	-6	-5	CC(C)C(NC(=O)c1ccc(F)cc1)C(=O)N1CCN(C(=O)c2ccco2)CC1 (stereo unspecified)
3	4	-11	-0.3	0	81	7	-4	-1	COCCCn1c(SCC(=O)Nc2ccc(NC(=O)c3ccco3)c(OC)c2)nc2ccccc2c1=O
36	-12	-12	-1.8	-10	100	4	-1	3	Cc1cc(/C=C(\C#N)C(=O)NCc2ccco2)c(C)n1-c1cccnc1
10	-1	0	-1.5	21	100	-1	-3	6	COc1cccc(CC2(CO)CCCN(Cc3ccc(CO)o3)C2)c1 (stereo unspecified)
